TbMetRS inhib: Trypanosoma brucei MetRS inhibition; purified T. brucei MetRS, ATP depletion, Kinase-Glo luminescence; inhibition, % at 11.9 µM; 0.4% of 360,000 active; AID 624268;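 active = inhibition above a per-plate cutoff of the control wells' mean inhibition plus 3 SD, cut at about 5.5% in these data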;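 also: 0% = DMSO wells median and 100% = median of wells with control inhibitor compound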
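technique = Kinase-Glo luminescence, ATP depletion format | system = purified MetRS (methionyl-tRNA synthetase) enzyme from Trypanosoma brucei | timing = 15 min preincubation, 2 h reaction, all 25 °C | evaluation = percent inhibition versus plate control medians | dosing = single dose, 11.9 µM final nominal, 0.9% final DMSO | also added = substrates ATP, L-methionine and bulk Escherichia coli tRNA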
CSN inh: inhibitors of human CSN-mediated cullin deneddylation; 0.38% of 360,000 active; inhibition, % at 12.5 µM; Purified CSN, SCF-Nedd8-OG deneddylation, fluorescence polarization; AID 651999; Q92905;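 active = pattern-corrected inhibition above about 35%, with an unprinted fluorescence ratio check between 0.5 and 1.5, limit read from the data, passing the limit was not always enough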;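 also: 0% = enzyme with substrate and 100% = substrate without enzyme; some results filed as inactive read as strong as hits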
Target sequence (Q92905 whole entry, looked up, one chain of several): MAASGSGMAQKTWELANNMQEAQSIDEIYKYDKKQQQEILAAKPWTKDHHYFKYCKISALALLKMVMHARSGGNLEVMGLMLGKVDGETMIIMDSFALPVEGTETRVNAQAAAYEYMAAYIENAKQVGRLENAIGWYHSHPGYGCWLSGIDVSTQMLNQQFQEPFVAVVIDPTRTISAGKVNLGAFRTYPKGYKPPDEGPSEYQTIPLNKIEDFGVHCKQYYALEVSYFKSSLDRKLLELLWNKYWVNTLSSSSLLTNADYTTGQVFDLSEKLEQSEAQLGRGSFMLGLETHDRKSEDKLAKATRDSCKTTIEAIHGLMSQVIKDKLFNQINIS
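Assay system: purified human Csn5 enzyme expressed in HEK293T cells; measure: % inhibition; also added: SCFSkp2-Nedd8OG substrate at 10 nM final; technique: fluorescence polarization; times: reaction 90 min, room temperature; medium: Tris buffer pH 7.5, NaCl, DTT, Tween-20, trehalose, ovalbumin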
SUMO1-SIM PPI: SUMO1-SIM interaction modulation | P63165 | AID 602429 | SUMO1 binding to a labelled peptide, TR-FRET, 1 h | 0.33% of 360,000 active | inhibition, % at 20 µM; in the data active = inhibition above about 37%
Scp1 inh: Scp-1 (human) phosphatase inhibition | Q9GZU7 | Recombinant Scp1, phosphopeptide, malachite green phosphate absorbance | inhibition, % at 20 µM | 0.88% of 340,000 active | AID 493091;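 active = inhibition above about 50% at 20 µM, limit read from the data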;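 also: plate controls were DMSO wells with enzyme for no effect and wells lacking enzyme for full effect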
Target sequence (Q9GZU7 76-261 limits assumed): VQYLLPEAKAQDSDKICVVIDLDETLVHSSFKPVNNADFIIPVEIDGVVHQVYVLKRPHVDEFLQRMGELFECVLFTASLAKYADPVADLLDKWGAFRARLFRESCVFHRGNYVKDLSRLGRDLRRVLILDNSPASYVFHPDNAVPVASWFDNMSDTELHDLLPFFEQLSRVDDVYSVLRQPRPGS
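assay system = SCP-1 phosphatase catalytic domain, residues 76-261 | buffer or medium = 50 mM Tris acetate pH 5.5, 0.005% Tween-20, 10 mM MgCl2 | incubation = enzyme reaction 45 min at room temperature, colour 5 min, stabilisation 30 min | signal = Phosphate-binding colour reagent, absorbance read at 630 nm | measure = % inhibition at 20 µM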
Rpn11 block: blocks the human proteasome subunit Rpn11 | O00487 | human 26S proteasome, Ub4-pepOG fluorescence polarization; 20S core pre-blocked with epoxomicin | calls only at 20 µM | 0.59% of 360,000 active | AID 588493;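 active = inhibition at 20 µM, scaled to each plate's controls, above about 33%, limit read from the data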
Target sequence (O00487 whole entry, looked up): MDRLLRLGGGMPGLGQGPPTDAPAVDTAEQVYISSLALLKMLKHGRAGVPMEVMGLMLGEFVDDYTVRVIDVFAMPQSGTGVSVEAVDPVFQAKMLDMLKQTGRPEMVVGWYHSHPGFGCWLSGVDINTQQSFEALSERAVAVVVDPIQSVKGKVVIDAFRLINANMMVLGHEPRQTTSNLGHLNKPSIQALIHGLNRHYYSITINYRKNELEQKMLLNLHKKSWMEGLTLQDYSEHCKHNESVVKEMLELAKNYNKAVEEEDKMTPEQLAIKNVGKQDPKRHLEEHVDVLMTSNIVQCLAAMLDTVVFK
MsrA inh: bovine MsrA inhibition; purified bovine MsrA, absorbance read-out; inhibition, % at 15.5 µM; 0.75% of 360,000 active; AID 651718; in the data active = inhibition above about 4.5%;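 also: 0% = vehicle wells with enzyme and 100% = reference inhibitor wells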
DNMT1 inh: blocks human DNA methyltransferase DNMT1 | DNMT1 molecular beacon, Hinp1I cleavage, fluorescence | inhibition (reported as % activation of signal), % at 10 µM | 0.83% of 360,000 active | AID 588458; in the data active = inhibition above about 50%
LMPTP block: blocks human LMPTP phosphatase. P24666. recombinant LMPTP-A, OMFP fluorogenic substrate, fluorescence intensity. inhibition, % at 20 µM. 0.22% of 360,000 active. AID 651560;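 active = compounds that cut the enzyme signal by at least half of the control window in the single-dose screen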;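 also: plate controls were DMSO wells with enzyme plus substrate for no effect and substrate without enzyme for full effect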
Target sequence (P24666 whole entry, looked up): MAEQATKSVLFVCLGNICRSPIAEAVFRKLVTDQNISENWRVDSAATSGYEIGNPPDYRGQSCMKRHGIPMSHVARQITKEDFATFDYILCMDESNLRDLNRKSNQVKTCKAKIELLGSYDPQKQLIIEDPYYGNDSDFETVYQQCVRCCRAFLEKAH
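Buffer or medium: Bis-Tris pH 6.0, DTT, detergent; Assay system: LMPTP-A enzyme; Quantity: 0.625 nM enzyme; Detection: endpoint fluorescence intensity; Times: 50 min dark incubation at room temperature; Controls: substrate-only low control, DMSO enzyme-plus-substrate high control; Doses: single 20 µM dose; Read-out: percent inhibition versus substrate-only and uninhibited controls; Reagent: 400 µM OMFP.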
NadD inh: blocks S. aureus nicotinate mononucleotide adenylyltransferase; 0.78% of 360,000 active; purified NadD enzyme, colorimetric absorbance read-out; inhibition, % at 20 µM; in the data active = inhibition above about 26%; also: some compounds past the cut are filed as inactive
STEP block: blocks human striatal-enriched tyrosine phosphatase; P54829; recombinant STEP, OMFP fluorogenic substrate, fluorescence; inhibition, % at 20 µM; 0.25% of 360,000 active;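 active = inhibition at 20 µM, scaled per plate between control wells, above about 37%, limit read from the data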;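 also: 0% = DMSO with enzyme and substrate and 100% = substrate only without enzyme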
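System: isolated STEP enzyme; schedule: 20 min enzyme reaction at room temperature, protected from light; medium: Bis-Tris buffer pH 6.0, 2.5 mM DTT, 0.005% Tween 20; signal: fluorescence, 480/540 nm; dosing: single compound dose of 20 µM, 1% DMSO final; also added: OMFP substrate, 25 µM final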
Starred values were filed as active, the others as inactive; i = inactive; . = not tested or not shown.

Below each SMILES: TbMetRS inhib	CSN inh	SUMO1-SIM PPI	Scp1 inh	Rpn11 block	MsrA inh	DNMT1 inh	LMPTP block	NadD inh	STEP block
> CN(C)CCCOc1nc2c(c(=O)n(C)c(=O)n2C)n1C
 : -1.2	2	2	4	i	-0.2	3	-0.5	-4	-2
> Fc1ccc(NC(=S)N2CCCC(c3ccccc3)=N2)cc1
 : -0.8	-8	-3	-11	i	0.6	-2	0.9	-4	1
> CCOC(=O)C1Oc2ccccc2C(c2cccc3ccccc23)=C1C(=O)OC (centres undefined)
 : -1.8	1	4	-9	i	0.6	9	0.9	2	-1
> Cc1ccc2cc(CN(CCN3CCOCC3)C(=O)NCc3ccccc3)c(=O)[nH]c2c1C
 : -1.1	6	-1	1	i	0.8	3	-1.5	0	-6
> O=C(Nc1ccccc1N1CCOCC1)c1ccc(Cl)c(S(=O)(=O)NCc2ccco2)c1
 : -0.4	14	8	-15	i	0.9	-1	0.0	-8	-4
> Cc1ccc(S(=O)(=O)NCc2csc(-c3cccs3)n2)cc1
 : 2.0	0	-8	-5	i	0.4	5	-0.5	-2	7
> COc1cc(OC)cc(-c2cc3nc(C)c(CCC(=O)O)c(=O)n3[nH]2)c1
 : -0.2	3	21	-9	i	-0.6	3	-0.1	4	2
> CCCCCCCNC(=O)C1(CC2CC(c3cccc(Br)c3)=NO2)CCN(C(=O)OC(C)(C)C)CC1 (centres undefined)
 : -0.2	-6	0	-3	i	0.0	1	-1.8	-6	5
> COC(=O)C1C(O)=CC(=O)CC1C (centres undefined)
 : -1.0	4	0	-8	i	-0.3	2	-0.6	2	0
> Cc1cccc(CCNC(=O)CCS(=O)(=O)c2ccc(Br)cc2)c1
 : -1.1	7	0	2	i	-0.4	1	-1.1	-3	-1
> Cc1ccc(NC(=O)Cn2nc(C(=O)O)c3ccccc3c2=O)c([N+](=O)[O-])c1
 : 0.2	4	2	-3	i	-0.5	2	0.0	3	2
> Cc1cc(Cl)ccc1OCC(=O)OCC(=O)NC1CCS(=O)(=O)C1 (centres undefined)
 : -0.1	-1	1	-2	i	-0.4	-1	0.0	-3	-5
> O=C(/C=C/c1cccc([N+](=O)[O-])c1)NC(=S)Nc1cccc(NC(=O)c2ccccc2Cl)c1
 : -0.1	-8	-2	-6	i	1.9	4	1.9	29*	0
> CCOC(=O)C1=C(C)OC(N)=C(C#N)C1c1cc(Cl)c(OCC(N)=O)c(OC)c1 (centres undefined)
 : -0.5	4	2	3	i	-0.9	-15	0.0	2	-2
> CCOCCCNC(=O)c1oc2ccc3c(c2c1C)C(O)CC(C)(C)O3 (centres undefined)
 : 0.3	-1	2	-10	i	-0.2	-1	-0.9	-1	0
> CC(C)C[C@@H](CN1CCCC1CN1C(=S)NC[C@@H]1Cc1ccccc1)N1C[C@H](Cc2ccc(O)cc2)N(CCc2ccccc2)C1=S (some centres undefined)
 : -0.7	6	5	.	.	0.2	.	4.0	45*	.
> CCc1ccc(-c2nn(Cc3ccccc3)cc2C(=O)NCC2CCCO2)cc1 (centres undefined)
 : -0.1	-4	-2	-10	i	0.5	-2	-1.2	-4	-2
> CN(Cc1ccccc1)C(=O)CCC1CCN(C(=O)CCC(F)(F)F)CC1
 : -1.2	-3	4	-10	i	0.6	3	0.4	-3	-1
> O=C(O)C[C@H]1c2cc(C(F)(F)F)ccc2S(=O)(=O)N1C1CCCCC1
 : -0.4	-6	0	1	i	-0.9	7	-3.7	-5	1
> COc1ccc(NS(=O)(=O)c2cc(C)ccc2OC)cc1OC
 : -1.9	1	-2	-2	i	-0.1	-7	0.3	-6	3

Quoted at random: four records from the list
Below each SMILES: TbMetRS inhib	CSN inh	SUMO1-SIM PPI	Scp1 inh	Rpn11 block	MsrA inh	DNMT1 inh	LMPTP block	NadD inh	STEP block
> Cc1ccc(NC(=O)Cn2nc(C(=O)O)c3ccccc3c2=O)c([N+](=O)[O-])c1
 : 0.2	4	2	-3	i	-0.5	2	0.0	3	2
> CC(C)C[C@@H](CN1CCCC1CN1C(=S)NC[C@@H]1Cc1ccccc1)N1C[C@H](Cc2ccc(O)cc2)N(CCc2ccccc2)C1=S (some centres undefined)
 : -0.7	6	5	.	.	0.2	.	4.0	45*	.
> CN(Cc1ccccc1)C(=O)CCC1CCN(C(=O)CCC(F)(F)F)CC1
 : -1.2	-3	4	-10	i	0.6	3	0.4	-3	-1
> CCOCCCNC(=O)c1oc2ccc3c(c2c1C)C(O)CC(C)(C)O3 (centres undefined)
 : 0.3	-1	2	-10	i	-0.2	-1	-0.9	-1	0

Continuation:
Below each SMILES: TbMetRS inhib	CSN inh	SUMO1-SIM PPI	Scp1 inh	Rpn11 block	MsrA inh	DNMT1 inh	LMPTP block	NadD inh	STEP block
> O=C(O)c1cc(=O)c2c(OCC(O)COc3cccc4oc(C(=O)O)cc(=O)c34)cccc2o1
 : -0.4	0	11	-6	i	2.1	1	-0.4	10	3
> CCN(CC)CCCNc1nc(-c2ccccc2)nc2ccccc12
 : 0.1	3	2	-9	i	1.6	2	50	-8	2
> CCCC1(C)NC(=O)c2ccccc2O1 (centres undefined)
 : -0.3	-1	1	-6	i	2.1	0	-0.2	-1	1
> CC(C)c1ccc2oc(=O)cc(CN3CCCCC3)c2c1
 : 0.0	1	2	-2	i	-0.9	2	-1.7	1	1
> CCOC(=O)CSc1nc2sc3c(c2c(=O)n1-c1ccc(OC)cc1)CCN(C)C3
 : -0.6	3	-16	-1	i	3.5	2	4.5	1	0
> Cc1ccc(CS(=O)(=O)CCC(=O)NCCCOC(C)C)cc1
 : 0.4	3	0	-10	i	0.6	0	-1.1	4	-1
> C/C=C(/C)C(=O)Nc1cccc(C2=NOC3(C2)C[C@@H](C(N)=O)N(C(=O)/C=C/CC)C3)c1 (some centres undefined)
 : -0.2	3	9	-2	i	-0.1	-1	-0.9	2	-2
> Cc1ccc(S(=O)(=O)N2CCCC(C(=O)NC3CC3)C2)cc1 (centres undefined)
 : 0.2	-5	8	-4	i	1.2	0	-0.9	1	-1
> Cc1c(NC(=S)N/N=C/c2cccc(O)c2)c(=O)n(-c2ccccc2)n1C
 : -0.9	-1	18	-14	i	3.0	1	-1.4	2	-4
> COc1ccc(/C=C/C(=O)NC(=S)N2CCCCC2)cc1OC
 : -0.7	0	-11	-1	i	1.2	3	-1.0	-1	0
> Cc1ccc(CN2CCC(Oc3cccc(C(=O)N(C)CCN(C)C)c3)CC2)cc1C
 : 0.1	-3	-1	-6	i	1.1	1	-3.0	-8	-2
> Cc1cc(C)n(C(C[N+](=O)[O-])c2ccc(Cl)cc2)n1 (centres undefined)
 : -0.7	0	0	-2	i	0.2	4	2.4	12	-6
> CCn1c2ccccc2c2cc(CNCCCN3CCOCC3)ccc21
 : 0.4	-3	-1	-6	i	0.3	2	-5.4	-6	2
> COc1cc(C(=O)Nc2cc(C)c(OCC(=O)N3CCOCC3)c(C)c2)cc(OC)c1OC
 : -1.0	-2	0	3	i	0.8	1	0.5	-4	-4
> CC1CCCCC1NC(=O)COC(=O)c1cc(=O)[nH]c2ccccc12 (centres undefined)
 : -0.3	-6	-13	-6	i	0.3	-1	0.7	-3	0
> CCN(CC)S(=O)(=O)c1ccc(NC(=O)CSc2nnc(-c3cccc(OC)c3)n2C)cc1
 : -0.6	-1	-4	17	i	0.7	-4	0.7	13	-2
> O=C(NC(=S)Nc1ccccc1)c1ccc(-c2ccccc2)cc1
 : -0.6	-14	-2	-10	i	-0.4	2	-0.8	1	2
> O=S(=O)(c1ccc(Br)cc1)N1CCCC1
 : -0.3	-3	1	-5	i	-0.7	-1	-1.9	-7	3
> CCCCn1c(O)c(N=NC(=O)c2ccccc2NS(=O)(=O)c2cccs2)c2ccccc21
 : 0.3	-14	-1	0	i	-1.0	-2	0.6	24	1
> O=C(NCC(=O)N(CCN1CCOCC1)C(C(=O)NC1CCCC1)c1cccnc1)c1cccs1 (centres undefined)
 : 0.4	1	-4	4	i	-0.8	0	-1.1	-2	-2
> O=C(CCNS(=O)(=O)/C=C/c1ccccc1)NCCc1c[nH]c2ccccc12
 : 0.5	-2	1	-13	i	-1.4	-12	1.0	-6	1
> Cc1c(C(=O)N2CCN(c3ccccn3)CC2)sc2ncnc(N3CCN(c4ccccc4)CC3)c12
 : -0.3	-1	2	-12	i	-0.2	-4	1.5	5	4
> O=C(Cc1ccc(Cl)cc1)NCC(=O)N1CCCC1
 : -0.5	0	3	-6	i	-0.3	0	-1.5	10	0
> Cn1c(SCC(=O)Nc2nccs2)nnc1C12CC3CC(CC(C3)C1)C2
 : -1.5	-5	1	-3	i	-0.8	4	0.6	-6	2
> CCOC(=O)c1ccc(NC(=O)Nc2ncccc2C)cc1
 : 0.8	-3	4	2	i	-0.8	11	0.6	-4	0
> COc1ccc2nc(C(C)O)[nH]c2c1 (centres undefined)
 : -1.1	4	-2	-3	i	0.3	-1	-0.9	1	-2
> CN1/C(=C\C(=O)CSc2cccc[n+]2[O-])C(C)(C)c2ccccc21
 : 0.2	2	-1	-1	i	0.4	0	-2.4	0	1
> Nc1ccc(OCC(O)C[n+]2ccc(CCS(=O)(=O)[O-])cc2)cc1 (centres undefined)
 : -0.7	-3	-4	-6	i	0.6	-9	1.4	-6	-1
> CCOc1ccccc1C(=O)NCC(=O)N1CCN(Cc2ccc3c(c2)OCO3)CC1
 : 0.2	2	-2	-1	i	.	0	-0.8	1	-4
> COc1ccc(C2CCCN2C(=O)Nc2cccc(C(C)=O)c2)cc1OC (centres undefined)
 : -0.7	-3	1	-2	i	0.9	0	1.2	6	1
> CCCCNC(=O)c1sc(=S)n(-c2ccccc2OC)c1N
 : -0.6	4	-19	-7	i	2.9	-5	-1.4	-8	4
> COc1ccc(-c2ccc(CN3C(CC(C)C)C(=O)N(Cc4cn(Cc5ccco5)nn4)CCS3(=O)=O)cc2)cc1 (centres undefined)
 : -0.4	9	3	.	i	0.7	-12	6.0	15	-3
> C=CCCN(C(CC(C)C)C(=O)OC)S(=O)(=O)c1cc(Br)ccc1Br (centres undefined)
 : -0.5	1	-1	-3	i	0.3	27	3.9	10	1
> Cc1ccc(S(=O)(=O)N(C)C[C@H]2Oc3cc(Br)ccc3S(=O)(=O)N([C@H](C)CO)C[C@@H]2C)cc1
 : -1.0	-1	1	.	i	0.5	-1	-0.2	4	-2
> CC(=O)Nc1ccc(S(=O)(=O)N2CCC(C(=O)NCc3ccco3)CC2)cc1
 : -0.5	2	-1	-8	i	-1.0	0	-0.3	-1	-2
